POLK inh: blocks human DNA polymerase kappa activity; Q9UBT6; Potency, µM (titrated, usually from 107 µM), for inactives: at the top dose activity, negative = inhibition, usual class: inhibitors; 400,000 compounds, 0.53% hits; purified Pol kappa, fluorescent DNA synthesis assay, 10 min; AID 588579; further: on the % scale 0 is the no-effect control and ±100 the full control effect
Target sequence (Q9UBT6 whole entry, looked up): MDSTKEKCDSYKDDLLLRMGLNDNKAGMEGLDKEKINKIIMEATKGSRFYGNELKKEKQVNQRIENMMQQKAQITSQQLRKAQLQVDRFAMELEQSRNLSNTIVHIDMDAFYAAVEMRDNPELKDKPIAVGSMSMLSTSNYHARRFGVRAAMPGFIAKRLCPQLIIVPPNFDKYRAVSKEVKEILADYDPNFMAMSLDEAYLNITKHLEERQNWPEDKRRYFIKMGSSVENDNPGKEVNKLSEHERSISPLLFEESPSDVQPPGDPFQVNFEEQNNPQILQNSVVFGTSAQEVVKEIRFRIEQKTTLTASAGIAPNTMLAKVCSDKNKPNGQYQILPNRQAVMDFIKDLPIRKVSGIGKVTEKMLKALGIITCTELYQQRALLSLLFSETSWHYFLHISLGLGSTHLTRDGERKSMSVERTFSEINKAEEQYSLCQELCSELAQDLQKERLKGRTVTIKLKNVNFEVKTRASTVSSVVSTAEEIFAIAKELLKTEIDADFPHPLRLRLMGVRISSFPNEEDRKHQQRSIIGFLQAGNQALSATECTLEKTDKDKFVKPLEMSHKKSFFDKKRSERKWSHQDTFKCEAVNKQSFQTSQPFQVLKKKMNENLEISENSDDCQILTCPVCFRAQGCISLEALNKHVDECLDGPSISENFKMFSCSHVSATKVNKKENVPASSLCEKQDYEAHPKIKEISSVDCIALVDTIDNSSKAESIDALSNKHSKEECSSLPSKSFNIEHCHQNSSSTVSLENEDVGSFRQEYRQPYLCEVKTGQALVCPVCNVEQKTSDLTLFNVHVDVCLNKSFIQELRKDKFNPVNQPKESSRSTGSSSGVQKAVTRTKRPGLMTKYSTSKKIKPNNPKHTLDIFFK
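Activity was followed as the change in fluorescence between reads at 0 and 10 min after starting the reaction with 50 nM substrate. Beforehand, 10 nM polymerase had been preincubated with compound for 15 min at room temperature.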
BAZ2B block: inhibitors of human BAZ2B bromodomain | Q9UIF8 | AlphaScreen BAZ2B-H3K14Ac peptide displacement | Potency, µM (doses to about 114 µM), for inactives: at the top dose activity change, negative = inhibition, usual class: inhibitors | 360,000 compounds, 4.4% hits | AID 504333; further: on the % scale 0 is the no-effect control and ±100 the full control effect; nearly all actives have a fitted effect of over 60% in size
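Inhibition is scored as reduced AlphaScreen emission. The BAZ2B/b-H3(5-23)K14Ac complex (50 nM each) in PBS pH 7.4, 0.01% Tween-20 meets compound (up to 110 uM) for 30 min at RT before bead addition.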
JMJD2A Tudor: blocks the human JMJD2A Tudor domain; O75164; AlphaScreen JMJD2A-Tudor / H3K4me3 peptide binding; Potency, µM (series often up to 114 µM), for inactives: at the highest dose activity change, negative = inhibition, most hits filed as inhibitors; 390,000 compounds, 4.4% hits; AID 504339; further: on the % scale 0 is the no-effect control and ±100 the full control effect; nearly all actives have a fitted effect of over 50% in size
POLH inh: DNA polymerase eta (human) inhibition; Q9Y253; recombinant Pol eta, fluorescent DNA replication assay; Potency, µM (series often up to 114 µM), for inactives: top-dose activity change, negative = inhibition, most hits filed as inhibitors; 390,000 compounds, 1.2% hits; AID 588591; further: on the % scale 0 is the no-effect control and ±100 the full control effect
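Pol eta at 10 nM preincubated with compounds 15 min at room temperature; reaction started with fluorescent substrate (50 nM final) and read kinetically at 0 and 10 min.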
POLB inh: inhibitors of human DNA polymerase beta | P06746 | Pol beta primer extension/strand displacement, fluorescence kinetic | Potency, µM (top dose mostly 114 µM), for the others: at the highest dose activity change, negative = inhibition, usual class: inhibitors | 340,000 compounds, 1.3% hits; further: on the % scale 0 is the no-effect control and ±100 the full control effect
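Curves were derived by four-parameter Hill fits of normalized qHTS data. The kinetic fluorescent primer-extension read was taken at 0 and 10 min after 50 nM substrate, following a 15 min room-temperature preincubation of 10 nM enzyme with compounds.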
POLI inh: DNA polymerase iota (human) inhibition; Pol iota fluorescent replication assay, 10 min; Potency, µM (highest dose often 115 µM), for the others: at the top dose activity, negative = inhibition, most hits filed as inhibitors; 390,000 compounds, 1% hits; AID 588590
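Fluorescent replication assay read twice, at 0 min and 10 min after adding 50 nM (final) substrate. Enzyme (10 nM) and compounds were first incubated 15 min at room temperature; enzyme-free buffer wells were negative controls.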
G9a block: blocks human histone lysine methyltransferase G9a; Q96KQ7; G9a H3K9 monomethylation, AlphaScreen, 2 h; Potency, µM (highest dose often 102 µM), for the others: at the highest dose activity, negative = inhibition, most hits filed as inhibitors; 350,000 compounds, 8.8% hits; AID 504332; further: on the % scale 0 is the no-effect control and ±100 the full control effect; nearly all actives have a fitted effect of over 75% in size
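G9a (20 nM) was preincubated 15 min with compound, then reacted 2 h at room temperature with 500 nM biotin-H3K9 peptide and 20 µM SAM. Monomethyl-H3K9 detected by AlphaScreen using anti-H3K9me1 antibody.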
APEX1 inh: blocks human APE1 abasic DNA cleavage. P27695. recombinant APE1, TAMRA/BHQ-2 abasic DNA cleavage fluorescence. Potency, µM (top dose mostly 65.8 µM), without a hit: at the highest dose activity change, negative = inhibition, most hits filed as inhibitors. 350,000 compounds, 0.35% hits. AID 2517;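 further: plate controls were vehicle for no effect and reference inhibitor for full effect; nearly all actives have a fitted effect of over 55% in size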
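Endonuclease cleavage of a quenched abasic-site DNA duplex (50 nM) by APE1 (0.75 nM) was tracked by TAMRA dequenching. Compounds were preincubated with enzyme 15 min at room temperature; data normalized to buffer-only and DMSO wells plus NSC13755 control.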
BLM helicase inh: blocks DNA unwinding by human BLM helicase | P54132 | recombinant BLM DNA unwinding, fluorescence dequenching | Potency, µM (top dose mostly 56.1 µM), without a hit: at the highest dose activity change, negative = inhibition, usual class: inhibitors | 350,000 compounds, 0.2% hits | AID 2528;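 further: plate controls were vehicle for no effect and no enzyme for full effect; nearly all actives have a fitted effect of over 35% in size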
Starred values were filed as active, the others as inactive; ? = inconclusive; . = not tested or not shown; & = joins results of further samples; [ ] = dose if it differs, or a comment. The call rests on the fitted dose curve; in most records, active means well fitted curve in the direction sought with a large enough effect; inconclusive means small, poorly fitted or top-dose-only effect, or another doubt; inactive means no such curve, though single readings can be large; an effect the other way counts as inactive or inconclusive. Potency means the concentration at half of the fitted maximal effect.

Below each compound – POLK inh	BAZ2B block	JMJD2A Tudor	POLH inh	POLB inh	POLI inh	G9a block	APEX1 inh	BLM helicase inh
(1) O=C(CCN1C(=O)c2cccc3cccc(c23)C1=O)NCC1CCCO1 (stereo not given)
→ -9%	6%	1%	-5%	7%	89%[activator]	6%[59 µM]	-3%	4%
(2) N#Cc1c(-c2ccccc2Cl)cc(C2CC2)nc1N
→ 0%	5%	?	-4%	31%	10%	-3%	2%	-1%
(3) Cc1ccc(C(=O)C2=C(O)C(=O)N(CCCN3CCOCC3)C23C(=O)N(C)c2ccccc23)o1 (stereo not given)
→ 0%	1%	-7%	-17%	20%	-4%	?	-1%	-3%
(4) Cn1c(Cl)c(/C=N/OC(=O)c2ccc(Cl)cc2)c2ccccc21
→ -15%	7%	6%	-17%	9%	-3%	5%[59 µM]	11%	-4%
(5) O=C(NN=C1C2CC3CC1CC(Cl)(C3)C2)c1cccs1
→ 4%	-2%	-9%	-17%	-2%	49%[activator]	-47%	5%	7%
(6) CC(C)(c1ccccc1)c1ccc(OCC(O)CN2CCCC2)cc1 (stereo not given)
→ -1%	0%	-17%	-15%	-2%	11%	18%[59 µM]	17%	2%
(7) Cc1ccc(C)c(OCC(=O)NCCN(C)C)c1
→ -3%	13%	-21%	-16%	-7%	16%	?	5%	-1%
(8) O=C(COC(=O)c1cc(S(=O)(=O)N2CCCCC2)ccc1N1CCOCC1)c1ccc(F)cc1
→ -9%	4%	-9%	?	.	19%	-20%	1%	.
(9) CCCCN(CC)CCCNC(=O)c1cc2cc3ccc(OC)cc3nc2o1
→ -3%	-7%	-9%	3%	13%	?	4%[12.7 µM]	-2%	61%[activator]
(10) O=C(NC1CC1)C1CCN(C2CCN(C(=O)/C=C/c3cccs3)CC2)CC1
→ 10%	-6%	-4%	-20%	?	19%	6%	0%	3%
(11) COCCCN(C(=S)Nc1c(C)cc(C)cc1C)C(C)c1ccccn1 (stereo not given)
→ 5%	-25%	-7%	-11%	13%	9%	40µM*	1%	-3%
(12) Nc1c(C(=O)Nc2ccc3c(c2)OCCO3)nnn1Cc1cccc(F)c1
→ -2%	10%	-17%	-2%	.	-10%	6%	-1%	.
(13) Cc1ccc(S(=O)(=O)N2CCN(CC(=O)N/N=C/c3ccco3)CC2)cc1
→ -16%	-6%	-16%	-11%	31%	8%	3%[59 µM]	1%	2%
(14) Cn1c(N)c(C(=O)COC(=O)c2cncc(Br)c2)c(=O)n(C)c1=O
→ -11%	-24%	-24%	?	6%	79%[activator]	50µM*	1%	1%
(15) CC(=O)c1ccc(NC(=O)COC(=O)c2ccc(F)cc2F)cc1
→ 1%	1%	4%	-3%	18%	102%[activator]	6%	-3%	-1%
(16) COc1cc(NC(=O)C2CC(c3cccc(OC)c3OC)=NO2)cc(OC)c1OC (stereo not given)
→ -6%	3%	-9%	-21%	-5%	31%[activator]	?	-1%	2%
(17) Cc1ccc(NC(=O)c2cc(N(C)C)ccc2[P+](=O)O)cc1
→ 6%[60.1 µM]	?	?	-1%	11%	-20%	28µM*	1%	-1%
(18) Cc1c(Cl)cccc1NC(=O)CNC(=O)C1CC(=O)N(CCc2ccccc2)C1 (stereo not given)
→ -17%	10%	?	-8%	.	9%	2%[59 µM]	-8%	.
(19) CCOc1ccccc1-c1nc2c([nH]1)c(=O)n(C)c(=O)n2C
→ -18%	5%	-16%	-6%	2%	27%	28%[2.33 µM]	-1%	0%
(20) COc1cc(NC(=O)C2CC(=O)NC3=C2C(=O)CCC3)c(OC)cc1Cl (stereo not given)
→ -1%	?	-9%	-8%	20%	-12%	-15%[12.7 µM]	12%	-4%

Results in BLM helicase inh (3 entries from above):
nr | SMILES | BLM helicase inh
3 | Cc1ccc(C(=O)C2=C(O)C(=O)N(CCCN3CCOCC3)C23C(=O)N(C)c2ccccc23)o1 (stereo not given) | -3%
4 | Cn1c(Cl)c(/C=N/OC(=O)c2ccc(Cl)cc2)c2ccccc21 | -4%
5 | O=C(NN=C1C2CC3CC1CC(Cl)(C3)C2)c1cccs1 | 7%

The listing continues.
Below each compound – POLK inh	BAZ2B block	JMJD2A Tudor	POLH inh	POLB inh	POLI inh	G9a block	APEX1 inh	BLM helicase inh
(21) Cc1cc(=O)n2nc(N3CCC(C(=O)N4CCN(c5ccccc5)CC4)CC3)sc2n1
→ 3%	-25%	-24%	-11%	5%	19%	18%	33%	-1%
(22) O=C(Nc1cc2c3c(c1)CC(=O)N3CCC2)C1CC1
→ -2%	3%	-6%	-17%	.	58%[activator]	-47%	49%[activator]	.
(23) O=C(COC(=O)/C=C/c1ccccc1[N+](=O)[O-])Nc1ccc(OC(F)F)cc1
→ -4%	5%	-6%	-15%	50%	30%	14%[59 µM]	19%	-4%
(24) COc1ccc(COC(=O)N/N=C(\C)CC(=O)NCc2ccc(Cl)cc2)cc1
→ -1%	1%	-8%[11.4 µM]	-16%	3%	114%[activator]	-24%	3%	-11%
(25) CCOC(=O)/C=C/C(=O)NNC(=O)c1ccccc1Cl
→ -21%	-5%	-9%	-4%	0%	8%	-14%	-2%	2%
(26) NS(=O)(=O)c1ccc(NC(=O)Cn2ncc3c2-c2ccccc2OC3)cc1
→ -38%	-1%	-6%	-4%	1%	-23%	1%	-8%	-9%
(27) COc1ccc2oc(C(=O)OCC(=O)c3ccc4c(c3)OCCO4)c(C)c2c1
→ -15%	9%	-1%	4%	-6%	2%	-6%[59 µM]	-11%	-6%
(28) Cn1nc(C(=O)Nc2ccc3c(c2)OCCO3)c2ccccc2c1=O
→ 9%	-8%	-21%	-13%	.	39%[activator]	9%[0.501 µM]	18%	.
(29) COc1cc2cc(C(=O)NCCc3ccccc3)[nH]c2cc1OC
→ 2%	0%	-14%	-8%	1%	124%[activator]	-1%	24%	-4%
(30) COc1cc(CCC(=O)Nc2cc(C)cc(C)c2)cc(OC)c1OC
→ -7%	-9%	-6%[11.4 µM]	-28%	5%	91%[activator]	-28%	20%	4%
(31) O=C(COC(=O)c1cccs1)NC12CC3CC(CC(C3)C1)C2
→ -2%	1%	-7%	-7%	2%	4%	17%	-1%	-4%
(32) Cc1nn(-c2ccccc2)c2sc(C(=O)C(C#N)c3ccccn3)cc12 (stereo not given)
→ .	-2%	.	.	-1%	.	11%[59 µM]	4%	-2%
(33) O=C(C1CC1)N1CCc2cc(Br)cc(S(=O)(=O)N3CCN(c4cccc(C(F)(F)F)c4)CC3)c21
→ -12%	-3%	-22%	-15%	20%	25%	?	.	-9%
(34) CC1C(c2ccccc2)=[N+]([O-])C2(CCCCC2)N1O (stereo not given)
→ -5%	3%	-15%	-9%	14%	7%	7%	-4%	-1%
(35) COc1ccc(N(CC(=O)Nc2cc(Cl)ccc2C)S(=O)(=O)c2c(C)noc2C)cc1
→ -1%&1%	-38%	16%&-1%	-22%&-16%	-13%&1%	0%&35%	8%	-4%	-4%&-9%
(36) COc1ccc(-c2nn(-c3ccccc3)cc2/C=N/NC(N)=S)cc1OC
→ -2%	?	?	-15%	9%	-1%	?	-6%	-12%
(37) CC(C)(O)CCCC(C)(O)c1ccc(C(=O)O)cc1O (stereo not given)
→ ?	?	?	10µM*	40µM*	35µM*	?	?	0%
(38) O=C(CN(CCc1ccccc1)S(=O)(=O)c1ccc(Cl)cc1)N/N=C/c1ccccc1C(=O)O
→ -9%	-28%	-13%	-12%	-10%	-12%	4%	-3%	-3%
(39) Sc1oc(-c2ccccc2)cc1C=Nc1ccccc1
→ -4%	20µM*	20µM*	-16%	0%	-22%	0.89µM*	2%	-9%

Random excerpt: five records from the list.
Below each compound – POLK inh	BAZ2B block	JMJD2A Tudor	POLH inh	POLB inh	POLI inh	G9a block	APEX1 inh	BLM helicase inh
(24) COc1ccc(COC(=O)N/N=C(\C)CC(=O)NCc2ccc(Cl)cc2)cc1
→ -1%	1%	-8%[11.4 µM]	-16%	3%	114%[activator]	-24%	3%	-11%
(31) O=C(COC(=O)c1cccs1)NC12CC3CC(CC(C3)C1)C2
→ -2%	1%	-7%	-7%	2%	4%	17%	-1%	-4%
(23) O=C(COC(=O)/C=C/c1ccccc1[N+](=O)[O-])Nc1ccc(OC(F)F)cc1
→ -4%	5%	-6%	-15%	50%	30%	14%[59 µM]	19%	-4%
(38) O=C(CN(CCc1ccccc1)S(=O)(=O)c1ccc(Cl)cc1)N/N=C/c1ccccc1C(=O)O
→ -9%	-28%	-13%	-12%	-10%	-12%	4%	-3%	-3%
(27) COc1ccc2oc(C(=O)OCC(=O)c3ccc4c(c3)OCCO4)c(C)c2c1
→ -15%	9%	-1%	4%	-6%	2%	-6%[59 µM]	-11%	-6%

High-throughput results deposited in PubChem by National Center for Advancing Translational Sciences (NCATS).

This is a subset; the hit share may differ from the screen's.
